RmlCD inh mix: RmlC/RmlD inhibition, mixture screen | inhibition, % at 5.5 µM | 110,000 compounds, 0.39% hits | RmlC/RmlD coupled enzyme inhibition, 384-well mixture HTS; in the data active = inhibition above about 30%, passing the limit was not always enough; inconclusive = no clear call, values can overlap the other calls; note: strong numbers were not always called active
HIV RNase H inh: inhibitors of HIV-1 reverse transcriptase RNase H; 65,000 compounds, 1.9% hits; AID 565; inhibition, % at 10 µM; RT-RNase H RNA/DNA duplex cleavage, fluorescence; P04585; in the data active = inhibition above about 50%
An asterisk follows results filed as active; i = inactive; ? = inconclusive; nt = no result given.

SMILES	RmlCD inh mix	HIV RNase H inh
CCC(=O)Nc1cccc(NC(=O)c2ccc3c(c2)OCO3)c1	46	-3
Nc1c(N2CCCCC2)c(=O)[nH]c(=O)n1-c1ccccc1	-10	-10
CCN1CCN(C(=O)CN(C)S(=O)(=O)c2ccc(OC)cc2)CC1	5	-2
CSc1cccc(NC(=O)C2CCCN(S(=O)(=O)c3ccc(F)cc3)C2)c1 (centres undefined)	2	-4
Cc1cc(C)n2nc(Nc3ccccc3)cc2n1	1	30
N#Cc1c(NC(=O)CSCC(=O)O)sc2c1CCCC2	0	-3
CCN(CC)C(=O)c1ccc(NC(=O)c2cc(-n3cnnc3)ccc2Cl)cc1	4	1
O=C(CN1CCC(n2nnc3cc(F)ccc32)CC1)Nc1ccc2c(c1)CCC2	11	13
CC(C)(C)NCCOc1ccc(Br)cc1	3	nt
O=C(NCCN1C(=O)C2C3C=CC(C3)C2C1=O)Nc1ccccn1 (centres undefined)	-11	-25
COC(=O)c1cc2cc(NS(=O)(=O)c3ccc(C)cc3)ccc2s1	5	nt
CCOc1ccccc1NC(=O)CSc1nc2cccnc2n1C	11	-37
O=C(CSc1nnc(COc2ccccc2)o1)NCCc1ccccc1	-8	-14
CCOC(=O)c1[nH]nc2c1C(=O)N(CC)C2=O	8	-7
CC(Nc1c([N+](=O)[O-])c(=O)oc2ccccc12)C(Cl)c1ccccc1 (centres undefined)	-3	nt
COc1cc2nc(CN(C)CC(=O)Nc3ccc(N4CCOCC4)cc3)[nH]c(=O)c2cc1OC	nt	-1
COc1cccc(CNC(=O)Cn2cc3c(n2)CCCCC3)c1	7	-10
CC(C)(C)NC(=O)CN(Cc1cccs1)C(=O)CNS(=O)(=O)c1ccccc1	1	nt
COc1cc(SC)ccc1C(=O)NCCCOC(C)C	-5	-8
Cc1ccc(C)n1C1CCS(=O)(=O)C1 (centres undefined)	nt	-4
CCCCNC(=O)c1onc(CSc2ccncc2)c1C(=O)NCCCC	-10	nt
COc1ccc(/C=N/NC(=O)CSCC(=O)Nc2ccccc2)cc1OC	-8	nt
Cc1cc(NS(=O)(=O)c2ccc(N)cc2)no1	7	0
COc1ccc(C(=O)Nc2ccc(S(=O)(=O)N3CCCCC3)cc2)cc1OC	-4	-1
O=C(CN1CCCCCC1)Nc1cccc2c1OCO2	-9	2

Profiles, looked up by structure. Order of screens: RmlCD inh mix	HIV RNase H inh
Shown for `CSc1cccc(NC(=O)C2CCCN(S(=O)(=O)c3ccc(F)cc3)C2)c1` (centres undefined) : 2	-4
Shown for `CCC(=O)Nc1cccc(NC(=O)c2ccc3c(c2)OCO3)c1` : 46	-3
Shown for `O=C(NCCN1C(=O)C2C3C=CC(C3)C2C1=O)Nc1ccccn1` (centres undefined) : -11	-25
Shown for `Cc1cc(C)n2nc(Nc3ccccc3)cc2n1` : 1	30
Shown for `CCOC(=O)c1[nH]nc2c1C(=O)N(CC)C2=O` : 8	-7

Given as comma-separated lines: part of the list above
mol,RmlCD inh mix,HIV RNase H inh
CC(C)(C)NC(=O)CN(Cc1cccs1)C(=O)CNS(=O)(=O)c1ccccc1,1,nt
COc1cc(SC)ccc1C(=O)NCCCOC(C)C,-5,-8
Cc1ccc(C)n1C1CCS(=O)(=O)C1 (centres undefined),nt,-4
CCCCNC(=O)c1onc(CSc2ccncc2)c1C(=O)NCCCC,-10,nt
COc1ccc(/C=N/NC(=O)CSCC(=O)Nc2ccccc2)cc1OC,-8,nt
Cc1cc(NS(=O)(=O)c2ccc(N)cc2)no1,7,0
COc1ccc(C(=O)Nc2ccc(S(=O)(=O)N3CCCCC3)cc2)cc1OC,-4,-1

Additional results:
SMILES	RmlCD inh mix	HIV RNase H inh
O=P(COCCO)(c1ccccc1)c1ccccc1	-5	-3
C=CCNC(=O)CN1CCC(O)(c2ccc(F)cc2)CC1	1	-6
COc1ccc(-c2cn3ccccc3n2)cc1OC	40	-8
CC(O)/C=C/c1cccc[n+]1C (centres undefined)	-9	22
Cc1cc(C)n2nc(SCc3cc(=O)n4ccccc4n3)nc2n1	nt	-4
CNC(=O)CC(C(=O)O)c1ccc(OC(C)C)cc1 (centres undefined)	4	8
COc1cc(C(=O)n2nc(C)cc2C)ccc1O	-27	nt
O=C(Nc1ccc2nn(-c3ccccc3)nc2c1)c1cccs1	-2	7
Cc1cc(Oc2ccccc2)nc(NCc2ccccc2)n1	7	nt
COC(=O)CS(=O)(=O)c1ccc2c(c1)CC(=O)N2	-12	-6
CC(CCc1ccccc1)NC(=O)C(Cc1ccccc1)NS(=O)(=O)c1cccs1 (centres undefined)	-3	nt
COC(=O)[C@@H](N)CS	7	nt
CC1CCc2c(sc(N)c2C(N)=O)C1 (centres undefined)	-43	65*
O=C(Nc1ccn(Cc2ccc(Cl)cc2)n1)c1ccc2c(c1)OCO2	44	-8
CCOc1ccccc1NC(=O)Cn1cnc2c(cnn2-c2ccc(C)c(C)c2)c1=O	-12	-10
Cc1cccc(NC(=O)CSc2nnc([C@@H](N)Cc3ccccc3)o2)c1C	-9	nt
CC1=CC(=C2C(=O)c3ccccc3C2=O)C=C(C)O1	nt	-11
Cc1nc2sc(C(c3cccc(F)c3)N3CCC(O)CC3)c(O)n2n1 (centres undefined)	10	-21
COC(=O)c1ccc(S(=O)(=O)N2CCC(c3nc4ccccc4o3)CC2)cc1	-11	nt
CCOc1ccc2nc(SC3CC(=O)N(c4ccc(OC)cc4)C3=O)sc2c1 (centres undefined)	-19	nt
N#CC(C(=O)CCN1C(=O)C2CC=CCC2C1=O)c1nc2ccccc2[nH]1 (centres undefined)	4	4
CCn1c(SCC(=O)c2[nH]c(C)c(C(C)=O)c2C)nnc1-c1ccccc1	-6	nt
O=S1(=O)N=C2CCCCCN2C(c2ccncc2)N1 (centres undefined)	-10	6
CCOc1cc(C2C(C#N)=C(N)OC(C)=C2C(C)=O)c(Br)c(Br)c1OC(C)C (centres undefined)	-1	nt
COc1ccccc1NC(=O)c1cc(S(=O)(=O)N2CCC3(CC2)OCCO3)ccc1F	3	-17
(continued)
SMILES	RmlCD inh mix	HIV RNase H inh
COc1ccc(NC(=O)CSc2nncn2C)c([N+](=O)[O-])c1	14	nt
O=C(Cn1nnc(-c2cccs2)n1)NCCc1ccccc1	11	nt
O=C1N/C(=C\c2ccc(O)cc2)C(=O)c2ccccc21	-14	nt
Brc1ccc(-c2nnc3sc(CNC4CCCC4)cn23)cc1	-2	-6
COc1ccc(-c2nnc(SCc3nnc(-c4ccccc4)o3)n2-c2ccccc2)cc1	i	8
N=c1ccn(Cc2ccc(Cl)cc2)cc1	-12	-8
CCOc1cccc(-c2nnc3sc(-c4cccs4)nn23)c1	0	-9
Cc1ccc(SCCNC(=O)c2ccc(C)c([N+](=O)[O-])c2)cc1	-5	nt
COc1cc(SC)ccc1C(=O)N1CCCCCC1	4	-10
Cc1ccc(-n2c(C)nnc2SCC(=O)N2CCc3ccccc3C2)cc1C	-5	nt
CC1(C)CC(=O)C(C(c2cccnc2)C2C(=O)CC(C)(C)CC2=O)C(=O)C1	8	4
CC(C)On1c(SC(C)C)nc2ccccc2c1=O	0	nt
Cn1sc(NC(=O)c2ccc(Cl)cc2)nc1=O	-80	nt
Cc1ccc(NC(=O)COc2ccc(S(=O)(=O)N3CCOCC3)cc2)cc1	-6	nt
COc1ccc(/C(O)=C2/C(=O)C(=O)N(CCCN(C)C)C2c2ccc(Cl)cc2)cc1OC (centres undefined)	-9	-4
COc1ccc(C(=O)Nc2nc3ccccc3c(=O)[nH]2)cc1	3	nt
O=C(NCc1ccco1)c1nc2ncccn2n1	nt	-6
CCOC(=O)CN1C(=O)S/C(=C/c2cc(C)n(-c3ccccn3)c2C)C1=O	-9	nt
Cc1nnc(C)n1/N=C/c1cccc(Oc2ccccc2)c1	5	-20
O=C(NC(=S)Nc1cccc2cccnc12)c1ccccc1	6	nt
O=C(NCc1ccco1)c1ccc(Oc2ccccc2)cc1	-12	nt
Cc1ccccc1NS(=O)(=O)c1cc(C(=O)N2CCCC2)ccc1C	-8	-5
COc1ccc(C(=O)CN2C(=O)NC3(CCCc4ccccc43)C2=O)cc1OC (centres undefined)	-9	0
COc1ccc(Nc2nc(Cl)nc(NCc3ccco3)n2)cc1	-8	nt
O=C(NCCc1ccccc1)C(=O)N/N=C/c1ccccc1C(F)(F)F	-5	nt
(next part)
SMILES	RmlCD inh mix	HIV RNase H inh
c1ccc2c(CNCCN3CCOCC3)cccc2c1	2	-7
CCOC(=O)CCC(=O)OCC(=O)NC(C)C1CC2CCC1C2 (centres undefined)	5	-8
O=C(CCN1CCN(Cc2ccccc2)CC1)Nc1ccc(OCc2ccccc2)cc1	2	nt
CN1CCN(C(=O)CCCOc2ccc(Cl)cc2Cl)CC1	8	-10
CC1(C)CC(=O)C=C(NCCO)C1	-15	-3
COc1cccc(CNC(=O)c2cc3ccccn3n2)c1	6	-12
CCN(CC)CCNC(=O)c1cn(CC)c2ccc(S(=O)(=O)N(C)C)cc2c1=O	-13	-5
CC1Cc2ccccc2N1C(=O)CSc1nnnn1C (centres undefined)	11	nt
O=C(Nc1c2ccccc2nc2ccccc12)C(Cl)(Cl)Cl	9	nt
Cn1c(=O)cc(SCC(=O)NCc2cccnc2)c2ccccc21	7	7
Cc1noc(C)c1C(=O)OCC(=O)NCCc1ccc(Cl)cc1	6	-8
Cc1cc2c(ncn2C(C)C)c(N)c1C	5	nt
Cc1ccc(S(=O)(=O)N2CCCC2c2nc3ccccc3s2)cc1 (centres undefined)	-3	nt
CC(Oc1ccc(NC(=O)c2ccco2)cc1)C(=O)N1c2ccccc2CC1C (centres undefined)	2	-6
O=C(COc1ccc(S(=O)(=O)NCCc2ccccc2)cc1)N1CCCC1	6	-8
Cc1cccc(C)c1Nc1nc2ccccc2o1	-2	-29
COc1ccc(-c2ccc(OC)cc2)cc1	7	nt
O=C(c1nsc(Cl)c1Cl)N1CCCCC1	-13	-5
C/C(=N\NC(=S)NCCc1ccccc1)c1ccc(C#N)cc1	-7	nt
CC(C)Oc1ccc(C(=O)Nc2ccc(N3CCCC3)cc2)cc1	3	48
C=C1CCN([C@@H](Cc2ccccc2)C(=O)NCc2ccc(Cl)cc2)S(=O)(=O)c2ccccc21	-10	nt
Cc1nc(Sc2ccccc2)c(C#N)cc1-c1ccccc1	-22	nt
O=S1(=O)c2ccccc2N=NN1Cc1cc(Cl)cc(Cl)c1	-8	nt
O=C(CSc1nc2c(c(=O)n1-c1ccc(F)cc1)SCC2)N1CCCC1	?	-16
O=C1NC(=O)C(CCc2ccccn2)(Cc2ccc3c(c2)OCO3)C(=O)N1CCc1ccccc1 (centres undefined)	7	nt
Additional structures.
SMILES	RmlCD inh mix	HIV RNase H inh
Cc1c(Cl)c(C(=O)NC2C3CC4CC(C3)CC2C4)nn1C (centres undefined)	-2	nt
COc1cc2c(cc1NC(=O)C(C)N1CCN(S(=O)(=O)c3ccccc3[N+](=O)[O-])CC1)oc1ccccc12 (centres undefined)	-10	nt
Cc1cc(Cl)ccc1OCCCC(=O)Nc1cccnc1	-14	-7
Cc1nc(SCC(=O)Nc2cc(C)on2)c2c3c(sc2n1)CCCC3	nt	39
COc1ccccc1C1=NOC(C)(c2nnc(-c3cccc(Cl)c3)o2)C1 (centres undefined)	4	nt
COc1cccc(-c2nnc(-c3ccc(C(F)(F)F)cc3)o2)c1	2	nt
CCOC(=O)c1ccc(Nc2ccc(-c3ccc(OC)c(OC)c3)nn2)cc1	nt	4
Cc1ccc(C)c(N=C2CCCN2Cc2ccccc2)c1C#N	7	nt
Cc1ccc(-c2nnn(CC(=O)N(c3ccccc3)C(C(=O)NC(C)(C)C)c3cccs3)n2)o1 (centres undefined)	-13	nt
CC(CCO)Nc1nc2c(c(=O)n(C)c(=O)n2C)n1Cc1cccc(Br)c1 (centres undefined)	-7	-8
CCCOc1ccccc1N1C(=O)CC(N2CCOCC2)C1=O (centres undefined)	22	2
Cc1cc(C(F)(F)F)c(C#N)c(=O)[nH]1	32*	nt
O=C(CSc1nnc(C2CC2)n1Cc1ccccc1)N1CCN(S(=O)(=O)c2ccccc2)CC1	-13	-24
COc1ccc(CNC(C)(C)C)cc1Cl	6	nt
CCCCOC(=O)Nc1ccccc1C(=O)OC	7	nt
Cc1c(Cl)cccc1N1C(=O)C(N2C(=O)c3cccc([N+](=O)[O-])c3C2=O)C1c1cccs1 (centres undefined)	-13	nt
O/N=C(\c1ccc(Cl)cc1Cl)c1ncc(C(F)(F)F)cc1Cl	-7	nt
CC1(C)OC(=O)C2(Cc3ccccc3N3CCCCC32)C(=O)O1 (centres undefined)	12	-12
COc1ccc(CNC(=O)C(OC(=O)c2ccco2)c2ccc(OC)cc2)cc1 (centres undefined)	-9	nt
CNC(=O)C1CCCN1S(=O)(=O)c1ccc(OC)cc1 (centres undefined)	-8	-4
Clc1c(-c2nnc3n2CCC3)sc2ccccc12	4	-18
Cc1ccc(C(=O)C2CCN(CC(=O)Nc3ccc4c(c3)OCCO4)CC2)cc1	2	9
N[C@@]12CCc3nonc3[C@]1(O)CC(c1ccccc1)=[N+]2[O-]	-25	-10
COc1ccc([C@H]2/C=C\CN(C(=O)CC(C)(C)C)[C@@H](C)C(=O)N2Cc2ccc(F)cc2)cc1	-3	nt
CCCC[N+]12CCC(CC1)C(C(=O)c1cccs1)C2 (centres undefined)	32	nt

Entries above with a tert-butyl group (5):
SMILES	RmlCD inh mix	HIV RNase H inh
CC(C)(C)NCCOc1ccc(Br)cc1	3	nt
CC(C)(C)NC(=O)CN(Cc1cccs1)C(=O)CNS(=O)(=O)c1ccccc1	1	nt
Cc1ccc(-c2nnn(CC(=O)N(c3ccccc3)C(C(=O)NC(C)(C)C)c3cccs3)n2)o1 (centres undefined)	-13	nt
COc1ccc(CNC(C)(C)C)cc1Cl	6	nt
COc1ccc([C@H]2/C=C\CN(C(=O)CC(C)(C)C)[C@@H](C)C(=O)N2Cc2ccc(F)cc2)cc1	-3	nt

Screening results: PubChem, several laboratories

An excerpt; the hit share may differ from the screen's.
